# Bioassay records deposited in PubChem by National Center for Advancing Translational Sciences (NCATS).
# TRPV1 agonist = agonists of human vanilloid receptor 1 (TRPV1) | activation, % at 8.33 µM | TRPV1-expressing cells, Fluo-8 calcium influx, agonist mode | Q8NER1 | AID 540275 | 320,000 tested, 0.19% active; in the data active = activation above about 80%; inconclusive = between about 30% and that limit; note: 0% is about no effect
#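 TRPV1-expressing cells were cultured overnight at 35.5C and loaded with Fluo-8 calcium dye for 40 to 90 min at room temperature. After a 10 s baseline, compound was added and calcium influx was read kinetically for 3 min (ex 480/em 520 nm).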
# NPC1 prom act = activates the NPC1 promoter. Huh7 NPC1 promoter luciferase reporter, 24 h. 320,000 tested, 2.4% active. Potency, µM (series often up to 9.22 µM), without a hit: top-dose activation, actives largely listed as activators;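 note: potency is the fitted concentration of half-maximal effect; % of control where 0% means no effect; nearly all actives have a fitted effect of over 60% in size; reporter is driven by a mutant NPC1 promoter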
#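 Huh7 cells stably carrying NPC1 promoter–luciferase, plated in Opti-MEM with 10% FBS for 2 h, were exposed to compound in DMSO for 24 h at 37 °C; luciferase reagent was added for 10 min and luminescence read.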
# ELG1 genotox = inducers of genotoxicity in HEK293T ELG1-luciferase cells; HEK293T ELG1-luciferase reporter, luminescence, 16 h; Potency, µM (highest dose often 46 µM), inactives show at the highest dose activity change, positive = activation, most hits filed as activators; 330,000 tested, 1.3% active; note: potency is the fitted concentration of half-maximal effect; % of control where 0% means no effect; nearly all actives have a fitted effect of over 60% in size
#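 HEK293T cells expressing luciferase-tagged ELG1 were exposed to compound or DMSO vehicle for 16 hr at 37 °C and 5% CO2. Luciferase activity was then measured with ONE-Glo after 30 min at room temperature.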
# p53 reactivator = restores transcriptional activity of mutant p53; 320,000 tested, 0.063% active; Potency, µM (highest dose often 92.2 µM), without a hit: at the top dose activity change, positive = activation, hits mostly activators; H1299 p53-A138V BP100-luciferase reporter, luminescence, 24 h; note: potency is the fitted concentration of half-maximal effect; % of control where 0% means no effect; nearly all actives have a fitted effect of over 45% in size
#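 H1299 (p53-null), stable ts p53-A138V + BP100-Luc; 1000 cells/well, Opti-MEM/10% FBS; cpd 4 pt, 1:5; 24 h, 37 deg C, 5% CO2; detection reagent 10 min RT; luminescence.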
# Tb PFK inh = inhibitors of T. brucei phosphofructokinase | T. brucei PFK, ADP-Glo luminescence | Potency, µM (doses to about 57.5 µM), without a hit: at the top dose activity, negative = inhibition, most hits filed as inhibitors | 330,000 tested, 0.17% active;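 note: potency is the fitted concentration of half-maximal effect; 0% = uninhibited 1x PFK enzyme wells and -100% = no-enzyme wells; nearly all actives have a fitted effect of over 60% in size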
#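 PFK 1.25 nM, F6P 0.5 mM, ATP 0.1 mM, 0.1 M TEA pH 8.0, 5 mM MgCl2, 0.01% Tween20, 0.1% BSA; 45 min RT. ADP-Glo readout. qHTS titration up to 57 uM; curves fitted, compounds curve-classed.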
# RORg inh = inhibitors of mouse ROR gamma transcriptional activity; P51450; Drosophila S2 Gal4-RORgamma UAS-luciferase reporter, 20 h; Potency, µM (doses to about 53.6 µM), for inactives: at the top dose activity change, negative = inhibition, most hits filed as inhibitors; 310,000 tested, 5.4% active; AID 2551; note: potency is the fitted concentration of half-maximal effect; % is set by controls: 0 for no effect and ±100 for the full control effect; nearly all actives have a fitted effect of over 60% in size
# Target sequence (P51450 whole entry, looked up, the tested form may be a part): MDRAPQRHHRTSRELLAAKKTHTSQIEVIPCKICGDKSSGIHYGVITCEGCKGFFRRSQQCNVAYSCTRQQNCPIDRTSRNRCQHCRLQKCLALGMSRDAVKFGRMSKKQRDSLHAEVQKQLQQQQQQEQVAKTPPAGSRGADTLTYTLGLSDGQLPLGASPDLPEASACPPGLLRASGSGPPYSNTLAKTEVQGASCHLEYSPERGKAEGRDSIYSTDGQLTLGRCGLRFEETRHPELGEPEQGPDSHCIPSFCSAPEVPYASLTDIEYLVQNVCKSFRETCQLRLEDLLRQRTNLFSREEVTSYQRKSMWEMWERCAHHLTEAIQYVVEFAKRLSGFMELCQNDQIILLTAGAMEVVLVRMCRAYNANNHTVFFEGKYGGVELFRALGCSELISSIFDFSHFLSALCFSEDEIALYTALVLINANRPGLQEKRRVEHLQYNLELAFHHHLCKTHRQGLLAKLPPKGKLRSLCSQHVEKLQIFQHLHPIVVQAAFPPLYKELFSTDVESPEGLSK
#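 A Gal4/UAS one-hybrid system in insect cells: metallothionein-promoter Gal4–ROR gamma fusion plus Photinus luciferase reporter. Copper sulfate 700 uM final, 20 hr ambient incubation, luminescent detection after 10 min with reagent.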
# Rab9 promoter act = activates the Rab9 promoter; Huh7 Rab9 promoter-luciferase reporter, luminescence, 24 h; Potency, µM (titrated, usually from 9.22 µM), inactives show top-dose activation, negative = inhibition, usual class: activators; 320,000 tested, 2.8% active; note: potency is the fitted concentration of half-maximal effect; % of control where 0% means no effect; nearly all actives have a fitted effect of over 60% in size
#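 Cells were plated at 1500 per well in reduced-serum medium with 10% FBS and left 2 h. Compound in DMSO was then added for 24 h at 37 °C. Reporter signal was read by luminescence after 10 min with luciferase detection reagent.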
# BRCA1 expr act = increases BRCA1 expression. Potency, µM (doses to about 46.1 µM), for inactives: top-dose activation, actives largely listed as activators. MCF7-BRCA1-FFLuc reporter, luminescence, 48 h; response scale: scaled: vehicle 0%, 10 µM genistein 100%. 380,000 tested, 1.1% active. AID 624202; note: potency is the fitted concentration of half-maximal effect; nearly all actives have a fitted effect of over 80% in size; some results filed as inactive show a strong effect at the top dose
#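 Luminescence from a BRCA1-driven firefly luciferase in MCF7 cells was read after 48 h compound exposure at 37 C. Data normalized against DMSO and a 10microM genistein activation control, then curve-fitted across the titration.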
# FLuc modulator = firefly luciferase modulation, counter-screen for miR-21 project; purified FLuc, Km substrates, luminescence inhibition; 360,000 tested, 6.9% active; Potency, µM (top dose mostly 57.5 µM), inactives show at the top dose activity change, negative = inhibition, usual class: inhibitors; P08659;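 note: potency is the fitted concentration of half-maximal effect; plate controls were vehicle for no effect and reference inhibitor for full effect; nearly all actives have a fitted effect of over 55% in size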
# Target sequence (P08659 whole entry, looked up): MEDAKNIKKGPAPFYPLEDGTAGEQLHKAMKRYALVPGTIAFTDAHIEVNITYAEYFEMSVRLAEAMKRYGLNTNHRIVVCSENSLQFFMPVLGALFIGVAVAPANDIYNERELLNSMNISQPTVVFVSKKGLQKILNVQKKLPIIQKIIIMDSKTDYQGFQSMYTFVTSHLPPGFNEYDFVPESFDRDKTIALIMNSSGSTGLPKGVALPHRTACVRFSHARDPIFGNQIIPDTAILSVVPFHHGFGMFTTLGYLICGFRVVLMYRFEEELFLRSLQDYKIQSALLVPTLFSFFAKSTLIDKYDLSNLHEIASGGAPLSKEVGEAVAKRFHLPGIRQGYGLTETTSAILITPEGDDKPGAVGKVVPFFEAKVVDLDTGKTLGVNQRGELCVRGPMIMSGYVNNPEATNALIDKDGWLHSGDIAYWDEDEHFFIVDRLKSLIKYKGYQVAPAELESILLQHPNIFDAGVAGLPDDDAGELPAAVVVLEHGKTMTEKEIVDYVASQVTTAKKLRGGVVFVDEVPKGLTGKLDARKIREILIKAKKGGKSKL
#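 Purified P. pyralis luciferase, 10 nM final, with Km-level 10 uM D-luciferin and 10 uM ATP in 50 mM Tris acetate pH 7.5, 10 mM Mg acetate, 0.01% Tween-20, 0.05% BSA; 6-point qHTS titration about 60 µM downward; luminescence read.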
# Gal4-VP16 FLuc = Gal4-VP16 reporter inhibition counter-screen. Potency, µM (doses to about 53.6 µM), for the others: at the highest dose activity, negative = inhibition, usual class: inhibitors. Drosophila S2 Gal4-VP16 UAS-luciferase, luminescence, 20 h. 310,000 tested, 3.5% active. AID 2546;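 note: Gal4-VP16 expression switched on by copper sulfate through the metallothionein promoter; potency is the fitted concentration of half-maximal effect; % is set by controls: 0 for no effect and ±100 for the full control effect; nearly all actives have a fitted effect of over 50% in size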
# ELG1 repair inh = ELG1-dependent DNA repair inhibition | 330,000 tested, 2.3% active | Potency, µM (highest dose often 46.1 µM), for the others: at the highest dose activity change, negative = inhibition, actives largely listed as inhibitors | HEK293T ELG1-luciferase reporter, luminescence, 16 h; DNA damage induced by 5-fluorouridine; note: potency is the fitted concentration of half-maximal effect; % is set by controls: 0 for no effect and ±100 for the full control effect; nearly all actives have a fitted effect of over 55% in size
#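 HEK293T cells expressing luciferase-tagged ELG1 (2,000/well) received 5-Fluorouridine plus compound or DMSO for 16 hr at 37 °C. Luciferase was read by ONE-Glo luminescence after 30 min at room temperature.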
# The depositor's hits bear a star; ? = inconclusive; . = not tested or not shown; & = joins results of further samples; [ ] = remark or other dose. Unless noted, calls come from the whole dose curve; as a rule, active = well fitted curve in the direction sought with a large enough effect; inconclusive = small, poorly fitted or top-dose-only effect, or another doubt; inactive = no such curve, though single readings can be large; an effect the other way counts as inactive or inconclusive.
SMILES,TRPV1 agonist,NPC1 prom act,ELG1 genotox,p53 reactivator,Tb PFK inh,RORg inh,Rab9 promoter act,BRCA1 expr act,FLuc modulator,Gal4-VP16 FLuc,ELG1 repair inh
Cc1csc(NC(=O)c2cc([N+](=O)[O-])cc([N+](=O)[O-])c2)n1,-2,-1%,0%,16%,-1%,?,-5%,21%,?,2µM*,-1%
Clc1ccc(CSc2nncn2-c2ccc3c(c2)OCCO3)cc1,3,-31%[inhibitor],-4%,3%,5%,-1%,-23%,-37%,4%,0%,-9%
Cc1cc(C)c(C#N)c(SC2CCCCC2=O)n1 (centres undefined),5,0%,-1%,-3%,15%,-12%,-3%,-5%,1%,5%,10%
CCCCN(CC)C(=O)c1ccc(-c2ccccc2)cc1,10,-1%,-1%,0%,2%,19%,2%,-1%,-12%,6%,3%
C/C=C(\C)C(=O)NCCN1C2=NC[C@H](Cc3ccccc3)N2C[C@H]1Cc1ccc(O)cc1,1,0%,0%,1%,1%,-2%,0%,0%,1%,-5%,19%
COc1ccccc1Oc1ccc(S(=O)(=O)Nc2cccnc2)cc1,-4,-8%,13%,-2%,0%,-45%,-12%,-56%,?,18µM*,-14%
COc1cc(NC(=O)CCc2nc(-c3cccs3)no2)cc(OC)c1OC,2,-1%,-10%,14%,0%,?,6%,0%,-1%&3%,-1%,-3%
Cc1nc2ccccc2n1CC(=O)c1ccc(O)c(O)c1,2,1%,0%,16%,30µM*,.,-4%,0%,3%,.,19%
O=C(Oc1ccc(C(=S)N2CCOCC2)cc1)c1ccccc1,25,-4%,4%,-4%,-3%,35%,-5%,18%,?,-15%,11%
c1ccc(CCSc2ncnc3nc[nH]c23)cc1,2,?,7%,?,-2%,?,?,3.2µM*,15µM*,?,14%
N#C/C(=C/c1cccs1)c1nc2ccccc2[nH]1,29,?,?,?,0%,?,2.8µM*,6%,?,-21%,?
CCCN1CCC(N2CCN(c3ccccc3OC)CC2)CC1,-2,10%,-5%,0%,3%,11%,5%,.,4%,-5%,?
COc1ccc2cc(CO)n(C)c2c1,0,-1%,2%,-4%,-5%,.,0%,-9%,-8%,.,2%
CC1CCc2sc(C(=O)OCC(=O)NCc3ccccc3)cc2C1 (centres undefined),?,-1%,10%,-2%,3%,?,-1%,19%,7%,-29%,-2%
CCCCC12CN3CCN(CC(C3)/C1=N\NC(=O)Nc1ccccc1)C2,2,0%,4%,0%,1%,26%,-1%,-22%,2%,-3%,-9%
O=C(Cc1c(F)cccc1Cl)NNC(=S)Nc1ccc(S(=O)(=O)Nc2ncccn2)cc1,2,6%,-5%,?,-14%,-43%,9%,14%,3%,0%,-8%
O=C(CSc1nccn(-c2ccc(Br)cc2)c1=O)Nc1ccccc1F,7,5%,1%,-1%,-8%,.,5%,0%,4%,.,8%
CCN(CC)C(=O)N1CCN(C)CC1,-3,-6%,.,.,0%,-1%,-1%,6%,-3%,-3%,.
COc1ccccc1CNCc1ccc(C)cc1,9,-2%,-1%,.,?,-11%,-12%,-6%,4%,-4%,-5%
COC(=O)COc1ccc(S(=O)(=O)N2CCN(c3ccc(OC)cc3)CC2)cc1,-6,3%,?,-3%,1%,16%,-5%,0%,-5%,-7%,2%
CCCC(=O)Nc1c(-c2cccc(OC)c2)c(=O)c2ccccc2n1C,0,1%,-1%,-1%,7%,-2%,9%[1.84 µM],4%,-3%,6%,-12%
O=C(O)c1ccccc1SC1CC(=O)N(c2ccccc2)C1=O (centres undefined),-1,-1%,-1%,4%,10%,13µM*,-3%,-18%,-1%,4µM*,1%
CC(C)(C)OC(=O)NCCCC[C@H](NC(=O)c1nc[nH]c1C(=O)N1CCN(C(=O)OC(C)(C)C)CC1)C(=O)OC(C)(C)C,-5,-2%,-12%,-2%,3%,?,1%,-16%,-1%,8%,-12%
Oc1ccc(Br)cc1CNn1cnnc1,.,-1%,-1%,-5%,1%,45%,-3%,-14%,-1%,-1%,12%
C/C(CC(=O)N1CCN(C=O)CC1)=N\NC(=O)c1cc2ccccc2cc1O,0,-3%,0%,?,-4%,-28%,-5%,-46%,21µM*,-19%,1%
O=C(NC1CCCCC1)C1CCN(S(=O)(=O)N2CCCCCC2)CC1,2,5%,-8%,4%,1%,1%,3%,1%,-1%,-6%,13%
CC(C)(C)NS(=O)(=O)c1ccc2[nH]c3c(c2c1)CCCCC3,-2,-4%,-3%,1%,0%,-20%,-3%,-18%,-1%,-8%,?
CCOC(=O)c1c(C)[nH]c(C(=O)OCC(=O)N(C)C2CCS(=O)(=O)C2)c1C (centres undefined),0,-3%,6%,2%,-5%,-3%,-2%,-4%,0%,5%,2%
c1ccc(-n2ncc3c(N4CCN(c5ccccn5)CC4)nc(N4CCCCCC4)nc32)cc1,-5,-5%,-4%,-10%,6%,?,-7%,0%,0%,-14%,-30%
CN(Cc1ccc(Cl)c(Cl)c1)C(=O)c1ccccc1SCC(=O)N1CCCC1,?,0%,-3%,-10%,2%,.,1%,-19%,7%,.,?
COC(=O)Cc1c(C)nc(SCc2ccccc2)[nH]c1=O,1,1%,1%,0%,0%,27%,1%,-20%,-13%,4%,-2%
CCNC(=S)N/N=C/c1cc(C)ccc1C,3,-4%,3%,4%,-2%,1.8µM*,-6%,-3%,2%,2.5µM*,5%
CCOc1ccc(CN(C)CC(=O)NCc2ccc(F)cc2)cc1,?,-6%,-2%,-4%,-9%,13%,11%[1.84 µM],-4%,-2%,8%,-18%
O=C(N/N=C/c1cc(Cl)ccc1O)c1ccc(Br)cc1,?,-16%,14%,?,0%,2.8µM*,-32%[inhibitor],-60%,?,?,?
CC1CCN(c2ccc(/C=N\Nc3nncn3N)cc2[N+](=O)[O-])CC1,-3,-6%,0%,18%,?,?,-2%,4%,?,?,-3%
COC(=O)C(NC(C)=O)(Nc1cccc(C)n1)C(F)(F)F (centres undefined),.,-3%,-2%,-1%,0%,-9%,7%,-12%,-1%,-1%,-12%
CC(/C=N/NC(=O)c1cc(C(C)C)[nH]n1)=C\c1ccccc1,-8,3%,-6%,?,-5%,?,8%,3%,?,1%,?
CCOC(=O)c1cc(C)[nH]c(=O)c1C#N,1,-3%,1%,6%,-2%,0%,-1%,-7%,-2%,-14%,2%
O=C1Nc2ccc([N+](=O)[O-])cc2OC1CCN1CCCC1 (centres undefined),-2,-8%,2%,3%,-3%,-8%,-2%,-6%,-1%,0%,-4%
CCc1ccccc1OCC(=O)Nc1cccc(S(=O)(=O)NC2=NCCC2)c1,4,2%,1%,-3%,13%,.,1%,1%,19µM*,.,3%
Cc1ccc(/C=C/C(=O)OC(C)C(=O)Nc2ccc(Cl)cn2)o1 (centres undefined),3,-1%,3%,6%,6%,59%,-3%,-5%,0%,20%,-1%
C=CCCC1(C)C(=O)N(c2ccccc2)c2ccccc21 (centres undefined),26,1%,-1%,-7%,-6%,38%,-4%,-69%,0%,-13%,?
COc1ccccc1NC(=O)c1c(C)oc2c1CCCC2,-4,4%,0%,27%,2%,6%,-1%,-30%,?,3%,4%
CCN(CC(=O)Nc1cccc(F)c1)Cc1nc2ccccc2c(=O)[nH]1,-2,-4%,0%,-6%,-3%,?,-3%,-14%,-2%,?,-6%
O=C1CC(c2ccco2)Cc2nc(N3CCc4ccccc4C3)ncc21 (centres undefined),2,1%,-5%,0%,-3%,37%,-1%,3%,-12%,19%,-11%
Cn1cnnc1SCC(=O)NC(=O)NCc1ccccc1,0,-4%,0%,9%,-5%,.,-4%,2%,4%,.,20%
C=CCn1c(O)c(C=Nc2ccc(Cc3ccncc3)cc2)c(=O)[nH]c1=S,9,1%,1%,-2%,1%,-37%,0%,0%,-2%,-8%,-8%
CCOC(=O)c1c(N)sc2c1CCCC2=O,-1,0%,8%,-3%,-5%,-10%,0%,-19%,-1%,1%,?
CC(C)(C)NC(=O)N1CCCN(c2ccc(C(F)(F)F)cn2)CC1,6,-5%,-3%,1%,3%,25%,-10%,-9%,5%,21%,-19%
Cc1ccc(CC(=O)NCCS(=O)c2ccc(C)cc2)cc1 (centres undefined),16,5%,0%,-2%,-2%,5%,1%,-2%,-1%,-3%,-5%

# Ordered by value in NPC1 prom act (low to high): some entries from above.
Molecule	NPC1 prom act
CCNC(=S)N/N=C/c1cc(C)ccc1C	-4%
CCCCN(CC)C(=O)c1ccc(-c2ccccc2)cc1	-1%
O=C(Cc1c(F)cccc1Cl)NNC(=S)Nc1ccc(S(=O)(=O)Nc2ncccn2)cc1	6%
